MPTP inh: mitochondrial permeability transition pore inhibitors, primary screen, biochemical, isolated mouse mitochondria, absorbance; Ca2+ swelling absorbance, 30 min; 360,000 tested, 1.4% active; inhibition, % at 10 µM;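 active = inhibition of 50% or more, scaled per plate between neutral and stimulator controls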;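 note: 0% = DMSO wells given calcium and 100% = 1 mM EGTA wells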
APOBEC3G inh: APOBEC3G DNA deaminase inhibitors, primary screen, biochemical, fluorescence, single-stranded DNA substrate, uHTS; DNA dC->dU-editing enzyme APOBEC-3G (Homo sapiens), Q9HC16; recombinant A3G, ssDNA deamination FAM/TAMRA fluorescence; inhibition, % at 20 µM; 330,000 tested, 0.28% active;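 active = inhibition of at least 40% at 20 µM, with no more than 30% in the related APOBEC3A deaminase screen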;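 note: plate controls were DMSO wells with A3G for no effect and wells lacking A3G enzyme for full effect; some compounds called inactive have numbers as strong as hits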
Target sequence (Q9HC16 whole entry, looked up): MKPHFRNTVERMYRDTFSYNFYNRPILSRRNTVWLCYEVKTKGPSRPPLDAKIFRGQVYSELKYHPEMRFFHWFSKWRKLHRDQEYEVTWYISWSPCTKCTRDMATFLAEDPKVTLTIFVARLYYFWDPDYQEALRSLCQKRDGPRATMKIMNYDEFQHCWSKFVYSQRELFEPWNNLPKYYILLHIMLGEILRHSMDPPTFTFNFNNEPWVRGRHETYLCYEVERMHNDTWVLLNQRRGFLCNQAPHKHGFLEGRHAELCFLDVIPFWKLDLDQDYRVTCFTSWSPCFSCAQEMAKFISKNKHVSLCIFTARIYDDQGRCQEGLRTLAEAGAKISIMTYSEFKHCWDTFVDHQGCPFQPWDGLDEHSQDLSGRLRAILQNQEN
mIAP inh: inhibitors of mouse IAP, primary screen, biochemical, luminescence, uHTS; intestinal alkaline phosphatase [Mus musculus]; purified mouse IAP, CDP-Star luminescence, 30 min; inhibition, % at 10 µM; 330,000 tested, 0.2% active; AID 2806, 2010;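 active = inhibition of at least 40% at 10 µM in the primary screen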;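 note: plate controls were DMSO with enzyme for no effect and no enzyme wells for full effect; values of inactives mirror those of a sister screen read the other way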
hIAP inh: human IAP inhibitors, primary screen, biochemical, luminescence, uHTS; purified IAP, CDP-Star luminescence, 30 min; 330,000 tested, 0.12% active; AID 2544, 2010; inhibition, % at 10 µM; Intestinal-type alkaline phosphatase (Homo sapiens), P09923;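 active = inhibition reaching a set limit with compound at 10 µM in the primary screen, cut at about 35% in these data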;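 note: plate controls were DMSO wells with enzyme for no effect and no-enzyme buffer wells for full effect; values of inactives mirror those of a sister screen read the other way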
Target sequence (P09923 whole entry, looked up): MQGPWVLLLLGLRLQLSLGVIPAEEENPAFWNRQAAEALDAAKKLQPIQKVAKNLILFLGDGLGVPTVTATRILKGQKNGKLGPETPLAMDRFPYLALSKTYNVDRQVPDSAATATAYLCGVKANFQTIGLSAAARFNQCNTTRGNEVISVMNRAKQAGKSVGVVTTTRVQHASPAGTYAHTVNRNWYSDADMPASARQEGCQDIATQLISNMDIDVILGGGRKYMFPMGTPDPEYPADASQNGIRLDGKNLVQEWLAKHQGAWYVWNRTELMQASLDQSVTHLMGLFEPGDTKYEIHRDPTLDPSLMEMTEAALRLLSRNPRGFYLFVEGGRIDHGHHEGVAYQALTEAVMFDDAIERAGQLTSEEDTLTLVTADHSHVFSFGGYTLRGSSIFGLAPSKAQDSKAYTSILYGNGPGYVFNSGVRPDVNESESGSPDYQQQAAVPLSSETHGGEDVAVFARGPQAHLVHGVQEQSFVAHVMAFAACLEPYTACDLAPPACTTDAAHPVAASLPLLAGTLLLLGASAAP
hIAP act: human IAP activators, primary screen, biochemical, luminescence, uHTS; Intestinal-type alkaline phosphatase (Homo sapiens), P09923; purified human IAP, CDP-Star luminescence, 30 min; stronger effect = higher value; 1 = vehicle-only enzyme, 0 = enzyme-free background; activation factor at 10 µM; 330,000 tested, 0.16% active;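 active = activation factor of the enzyme at least 2-fold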; note: the source names both 10 and 20 µM as test concentration; values of inactives mirror those of a sister screen read the other way
mIAP act: activators of mouse IAP, primary screen, biochemical, luminescence, uHTS. intestinal alkaline phosphatase [Mus musculus]. muIAP, CDP-Star luminescence, 30 min; stronger effect = higher value; 1 = vehicle-only enzyme signal, 0 = enzyme-free wells. activation factor at 10 µM. 330,000 tested, 0.24% active. AID 2805, 2010;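 active = activation factor of at least 2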; note: the source names both 10 and 20 µM as test concentration; values of inactives mirror those of a sister screen read the other way
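Assay system: mouse IAP enzyme; Reagent: CDP-Star chemiluminescent phosphatase substrate; Compound: DMSO-dissolved test compounds; Incubation: 30 min, room temperature; Technique: luminescence from enzymatic CDP-Star hydrolysis; Controls: DMSO-only wells and no-enzyme negative control.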
MIN6 prolif: inducers of MIN6 beta-cell proliferation, primary screen, ATP luminescence, uHTS | MIN6 cells proliferation, ATPlite luminescence, 48 h; cells starved in 0.2% serum; 100% = growth in 10% serum | proliferation, % at 10 µM | 330,000 tested, 0.29% active;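 active = compounds whose signal lies at least 3.5 SD above the mean of all wells on their plate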;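 note: 0% = DMSO-treated cells in low-serum medium and 100% = 10% serum control; some compounds called inactive have numbers as strong as hits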
NR3A LBD binder: binders of NR3A ligand-binding domain, primary screen, biophysical, differential scanning fluorimetry, uHTS; Glutamate receptor ionotropic, NMDA 3A (GRIN3A) ligand-binding domain; NR3A LBD differential scanning fluorimetry, Tm shift; 0% = protein alone, 100% = glycine-bound protein; Tm shift relative to glycine control, % at 25 µM; 340,000 tested, 2.5% active; AID 1259313, 2017;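 active = melting temperature shift of at least 10% of the positive control shift, at one fixed dose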
APOBEC3A inh: APOBEC3A ssDNA deaminase inhibitors, primary screen, selectivity assay for APOBEC3G inhibitor project, biochemical, FAM/TAMRA oligo cleavage fluorescence | DNA dC->dU-editing enzyme APOBEC-3A (Homo sapiens), P31941 | recombinant A3A, FAM/TAMRA ssDNA deamination fluorescence | inhibition, % at 20 µM | 330,000 tested, 0.41% active;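 active = at least 40% inhibition at 20 µM here, with at most 30% in a related deaminase screen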;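 note: plate controls were A3A with DMSO for no effect and wells lacking A3A enzyme for full effect; some results filed as inactive read as strong as hits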
Target sequence (P31941 whole entry, looked up): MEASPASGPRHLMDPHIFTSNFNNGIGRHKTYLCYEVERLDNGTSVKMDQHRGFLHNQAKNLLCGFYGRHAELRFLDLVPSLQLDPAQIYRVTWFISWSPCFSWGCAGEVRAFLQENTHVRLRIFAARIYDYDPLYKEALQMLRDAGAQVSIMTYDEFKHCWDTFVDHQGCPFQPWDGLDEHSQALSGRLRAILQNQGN
* marks the source's active call; other numbers are inactive results; . = not tested or not shown. An unsorted share of the library, and some 5% of all compounds hit somewhere here.

Values in the order: MPTP inh, hIAP inh, MIN6 prolif, APOBEC3A inh, hIAP act, APOBEC3G inh, mIAP inh, NR3A LBD binder, mIAP act
Cc1ccc(NC(=O)CSc2nnc(NC(=O)C(C)C)s2)c(C)c1
  0.5, 4, 1, -2, 0.96, -6, -2, 1, 1
O=C(COc1ccccc1Cl)N(Cc1ccco1)C1CCS(=O)(=O)C1 (stereo unspecified)
  0.2, 3, 2, -1, 0.97, -4, -9, 0, 1.1
O=C(Nc1ccc(Br)cc1)c1cc([N+](=O)[O-])cc([N+](=O)[O-])c1
  102*, 6, -5, -5, 0.94, -5, -8, -2, 1.1
COc1ccc(C2CC(=O)c3c(ccc4ccccc34)N2)cc1OC (stereo unspecified)
  1.8, -18, -2, 0, 1.2, -1, 2, -2, 0.98
CCOc1ccc(NC(=O)CSc2nnc(C3CC3)n2N)cc1
  -1.5, 29, 0, 4, 0.71, 0, 6, 2, 0.94
Cn1c2ccccc2c2ncn(CCC3=CCCCC3)c(=O)c21
  4.0, 4, -2, -3, 0.96, -6, -8, 1, 1.1
C=C1c2ccccc2NC(=O)N1c1ccc(OC)cc1
  0.7, -3, -3, -1, 1, -3, -2, -2, 1
COC(=O)C(C)Sc1nc2c(c(=O)n(C)c(=O)n2C)n1CCC(C)C (stereo unspecified)
  -1.2, -17, 0, -6, 1.2, -8, -11, -1, 1.1
CC(C)Cn1c(SCC(=O)N2CCN(C(=O)c3ccco3)CC2)nc2ccccc2c1=O
  0.0, -7, 0, -2, 1.1, -7, 5, 1, 0.95
C=CCNC(=S)Nc1ccc(N(C)C)cc1
  1.2, 4, -2, -1, 0.96, 3, -2, 2, 1
COc1ccc(C(C(=O)NC(C)(C)C)N(C(=O)CCC(=O)Nc2cc(C)on2)c2cccc(C)c2C)cc1 (stereo unspecified)
  -0.4, -9, 0, 1, 1.1, -3, -6, -3, 1.1
COc1ccc(-c2nnc(N(C)C(=O)c3cccnc3)s2)cc1
  -1.9, -10, -2, -8, 1.1, -1, 0, -3, 1
CCOc1ccc(N(C)S(=O)(=O)c2cnc[nH]2)cc1
  -0.2, 13, 1, -1, 0.87, -1, -4, 0, 1
CC1(NC(=O)/C=C/c2nc3ccccc3s2)CCS(=O)(=O)C1 (stereo unspecified)
  1.2, -3, -1, -2, 1, -2, -4, 0, 1
Cc1cc(C)c2oc(-c3ccc(C)c(NC(=S)NC(=O)c4cccs4)c3)nc2c1
  4.2, -3, -6, -1, 1, -5, 20, 0, 0.81
Cc1cc(C(=O)N/N=C/c2ccco2)n[nH]1
  -0.2, -14, 0, 0, 1.1, -1, 1, -1, 0.99
O=C(NCCc1ccccc1)c1nnc(CS(=O)(=O)c2ccccc2)o1
  -0.2, 13, 3, -4, 0.87, -5, 9, -3, 0.91
C=CCSc1n[nH]c(-c2ccc(OC)cc2)n1
  -2.1, -16, 0, 6, 1.2, 3, -5, 0, 1
Cc1cccc(CC(=O)NC2CCN(C)CC2)c1
  0.1, -28, -2, -1, 1.3, 2, -10, 3, 1.1
CCNC(=O)NC(=O)C(C)OC(=O)C1CCN(S(=O)(=O)c2ccccc2F)CC1 (stereo unspecified)
  -2.6, 4, 0, 1, 0.95, -4, 1, -1, 0.99
Cc1cc(SCc2ccc(Cl)c(Cl)c2)nc(=O)[nH]1
  1.0, -7, -3, 2, 1.1, 0, -5, 0, 1
CCOC(=O)c1nnn(-c2nc(OC)nc(N(C)C)n2)c1-c1ccccc1
  -3.6, 10, 0, 3, 0.9, -1, -6, 4, 1.1
N#CC(C#N)=Cc1c[nH]c(=O)c(C#N)c1Nc1ccccc1
  2.2, 2, -2, -2, 0.98, -6, 8, 0, 0.92
CC(=O)N1CCCC(N2CCN(c3cccc(C(F)(F)F)c3)CC2)C1 (stereo unspecified)
  -0.8, -6, -1, 1, 1.1, -1, -6, 1, 1.1
Cc1cc(C)cc(OCC(=O)Nc2ccc(F)cc2)c1
  3.7, 11, -4, 2, 0.89, 1, -14, -1, 1.1
CCCCOC(=O)c1ccc(NC(=S)NC(=O)c2c(Cl)cnn2CC)cc1
  -2.5, 11, -4, -3, 0.89, -2, 19, -11, 0.81
CCN(C(=O)COc1ccccc1)c1nnc(-c2cccnc2)s1
  1.4, -4, 0, 2, 1, 2, 10, -1, 0.9
CCn1c(=O)cc(SCC(=O)NCCCN2CCC(C)CC2)c2ccccc21
  1.0, 7, -1, 2, 0.93, -1, 3, -19, 0.97
N/C(=N\OC(=O)CCCc1ccccc1)c1ccccc1Cl
  2.5, -2, -4, -2, 1, -7, -1, 1, 1
Nn1c(-c2cccc(Br)c2)n[nH]c1=S
  -0.9, -13, -2, -19, 1.1, 59*, 6, 2, 0.94
NNC(=O)C=C1CCN(c2ncc(C(F)(F)F)cc2Cl)CC1
  1.1, 2, 0, -2, 0.98, -6, 9, -2, 0.91
CC(C)CC(OC(=O)c1cccs1)C(=O)NCc1ccco1 (stereo unspecified)
  -0.2, -2, -1, 0, 1, -5, 4, -3, 0.96
CC(C)CN(CCCNC(=O)CN1N=C(c2ccc(Cl)cc2)CCC1=O)CC(C)C
  0.9, 1, -2, 1, 0.99, -7, -10, -1, 1.1
CC(=O)N(c1nc(CCl)cs1)c1ccc(C)cc1C
  0.3, -2, -3, -4, 1, -12, -9, 2, 1.1
NC(=O)c1c(NC(=O)CN2CCN(S(=O)(=O)c3ccccc3)CC2)sc2c1CCC2
  1.5, -20, 0, 13, 1.2, 5, 7, -3, 0.93
CC(NC(=O)Cc1ccccc1)c1cc2c(cc1Br)OCCCO2 (stereo unspecified)
  0.1, 9, 1, -2, 0.91, -2, 7, -1, 0.93
Cc1c(C)c2ccc(OS(C)(=O)=O)cc2oc1=O
  -0.2, 10, 0, -1, 0.9, -5, -10, -3, 1.1
O=[N+]([O-])c1cccc(CN(CCO)Cc2ccccc2)c1
  -2.5, 14, 1, 7, 0.86, 0, 4, 0, 0.96
O=S(=O)(N(Cc1ccccc1)[C@H](CO)Cc1ccccc1)N(Cc1ccccc1)[C@H](CO)Cc1ccccc1
  5.7, -10, 2, -5, 1.1, -4, -12, -1, 1.1
O=C(O)Cc1csc(NC(=O)CSc2nnnn2-c2ccc(O)cc2)n1
  2.4, 15, 3, -2, 0.85, -4, 3, -3, 0.97
CC1N(O)C(C)(C)C(c2ccccc2)=[N+]1[O-] (stereo unspecified)
  -0.2, -16, -2, -6, 1.2, -8, 0, -2, 0.99
Cc1c(C(=O)N2CCC(C(N)=O)CC2)sc(N)c1C#N
  0.0, 6, -2, -1, 0.94, -3, -4, 0, 1
Cc1ccsc1CN(C)Cc1nc(C2CC2)no1
  0.9, 16, -1, -1, 0.84, 8, 4, -1, 0.96
CC1CN(CCOc2ccc(Cl)cc2Cl)CC(C)O1 (stereo unspecified)
  0.3, -12, 0, 1, 1.1, -1, -4, 6, 1
CC(C)Nc1ccc(C(CC(N)=O)NC(=O)c2ccccc2)cc1[N+](=O)[O-] (stereo unspecified)
  -0.1, 5, 2, 2, 0.95, -1, 1, 0, 0.99
COc1ccccc1Nc1nc(-c2sc(NC(=O)c3ccc([N+](=O)[O-])cc3)nc2C)cs1
  ., 5, -4, -5, 0.95, -5, 23, ., 0.77
O=C(CSc1nnc(N2CCOCC2)n1-c1cccc(F)c1)N1CCN(c2ccccn2)CC1
  -0.5, 16, 3, -1, 0.84, -5, 1, 0, 0.99
COc1ccc(O[C@H]2C=C[C@@H](c3ccccc3)O[C@@H]2CO/N=C(\C)CCN2CCc3nc(-c4ccccc4)c(-c4ccccc4)cc3C2)cc1
  ., 12, -9, -5, 0.89, -11, -7, ., 1.1
Cn1c2ccccc2c2nnc(N/N=C/c3ccc(O)cc3)nc21
  2.8, 2, -2, 3, 0.98, 1, 2, -9, 0.98
COc1cc2cc(CCCOC(=O)c3ccc(C#N)cc3)oc(=O)c2cc1OC
  -0.2, 5, 1, -6, 0.95, -9, 6, 2, 0.94
O=C(CSc1ncccc1C(=O)O)c1ccccc1F
  -1.3, 13, -1, -2, 0.87, -3, 0, 2, 1
Cc1nc2ccc(NC(=O)COc3ccccc3F)cc2s1
  -2.2, 4, -1, 0, 0.96, -4, -4, -17, 1
Cc1ccc(N2CC(C(=O)N3CCC(C(=O)Nc4nnc(C(C)C)s4)CC3)CC2=O)cc1 (stereo unspecified)
  -2.0, -13, 0, -3, 1.1, -2, -4, -3, 1
CCc1noc(C)c1C(=O)OCC(=O)NCCc1ccc(OC)cc1
  -0.5, -13, 4, 1, 1.1, -7, -6, 1, 1.1
CCCCN1C2=NCCCN2c2ccccc21
  1.7, -10, 1, 9, 1.1, 3, 14, ., 0.86
Cc1ccc(C(=O)CSc2nnnn2C(C)C)c(C)c1
  0.6, -18, -2, -3, 1.2, 54*, -13, 1, 1.1
O=C1CCCN1CN(C(=O)c1ccc2c(c1)OCO2)c1cccc(Cl)c1
  3.9, 12, 1, -1, 0.88, -3, 0, 1, 1
CN(C)CCCn1cnc2c1c(=O)[nH]c(=O)n2Cc1ccccc1
  -1.1, -13, -2, -1, 1.1, -5, -2, 0, 1
O=C1CCC(=O)N1OCCOc1ccc2c(c1)CCC2
  -0.7, 5, -1, -5, 0.95, -11, 3, 1, 0.97
CCOC(=O)C1(CCc2ccccc2)CCN(C(=O)[C@@H]2C[C@@H](C)NC(=S)N2)CC1
  0.3, -14, -1, 0, 1.1, -6, 0, 0, 1

Following part:
Values in the order: MPTP inh, hIAP inh, MIN6 prolif, APOBEC3A inh, hIAP act, APOBEC3G inh, mIAP inh, NR3A LBD binder, mIAP act
O=C(NCc1ccccc1)C(c1cccnc1)N(C(=O)c1ccccn1)c1cccc(F)c1 (stereo unspecified)
  -0.9, 0, 2, -2, 1, -5, -7, -1, 1.1
C[C@H](NC(=O)c1nc[nH]c1C(=O)N[C@@H](CCCCNC(=O)OC(C)(C)C)C(=O)OC(C)(C)C)C(=O)OC(C)(C)C
  -1.6, -48, -6, 4, 1.5, 0, -2, -2, 1
FC(F)(F)c1cccc(NCc2n[nH]c(=S)n2C2CCCCC2)c1
  0.7, -11, -4, -3, 1.1, -7, -12, -21, 1.1
COc1ccccc1NC(=O)Cc1nnc(SCC(=O)c2ccc(F)cc2)n1C
  0.9, 7, -2, -2, 0.93, -7, -7, 0, 1.1
COc1cc(NC(=O)c2cc(-n3cnnc3)ccc2Cl)cc(OC)c1
  -1.5, 3, -3, 7, 0.97, 0, -6, -3, 1.1
Cc1ccc(C(=O)OC(C)C(=O)NC(C)CCc2ccccc2)o1 (stereo unspecified)
  0.6, -4, 1, 1, 1, -6, -2, -2, 1
Cc1nn(C)cc1C(C(=O)NC1CCCCC1)N(C(=O)Cc1cccs1)c1ccc(F)cc1 (stereo unspecified)
  -0.7, 7, -2, -1, 0.93, -3, 3, -3, 0.96
CCC(=O)N1c2ccc(S(=O)(=O)N3CCCC3)cc2CC1C (stereo unspecified)
  0.2, -4, -3, 0, 1, -4, 9, 2, 0.91
